Diaphorase act = activates diaphorase or chemically reduces, flagging diaphorase assay artifacts; actives 0.005% (n = 190,000); AID 1229; activation factor at 20 µM; Diaphorase/resazurin coupled assay, resorufin fluorescence, 16 min; active compounds read high; 1 = vehicle wells, 0 = NADH-free wells;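 active = diaphorase activity raised at least twofold by the compound at 20 µM; inactive = activation factor below 2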
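Test system: Clostridium kluyveri diaphorase, purified enzyme. Buffer or medium: 50 mM HEPES pH 7.4 buffer plus MgCl2 and Tween 20. Also added: 0.114 mM NADH and 0.1 mM resazurin, final amounts. Dosing: compound 20 µM once, DMSO 1%. Schedule: 16 min enzyme reaction, ambient temperature. Detection: fluorescence of resorufin, 544 nm excitation, 590 nm emission.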
S1P3 antagonist = antagonists of human S1P3 receptor; CHO S1P3 NFAT-BLA reporter, FRET fluorescence, antagonist mode; inhibition, % at 4.98 µM; actives 0.27% (n = 170,000);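 active = inhibition above the plate cutoff, the mean inhibition of test wells on that plate plus 3 SD, cut at about 28% in these data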;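 note: cells challenged with S1P at its EC80 of 0.8 µM; blue over green emission ratio from cleaved BLA substrate after 4 h stimulation; 0% = S1P-stimulated wells and 100% = unstimulated DMSO-only wells; some compounds past the cut are filed as inactive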
Lmaj promast = inhibitors of Leishmania major promastigote growth. Leishmania major promastigotes, resazurin fluorescence viability. actives 9% (n = 200,000). inhibition, % at 10 µM;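 note: promastigotes grown with compound for 44 hours at 28 °C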
RAM inhibit = inhibitors of the yeast RAM network. S. cerevisiae dse1pr::URA3 reporter, 5-FOA growth OD615, 2 d; analog-sensitive cbk1-as2 kinase mutant strain. inhibition, % at 50 µM. actives 1.8% (n = 190,000);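 active = inhibition above a set limit, 3 SD over mean compound inhibition, cut at about 8.4% in these data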;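 note: 0% = DMSO-only wells with no growth and 100% = 10 µM 1-NA-PP1 full growth; inhibition rescues growth on 5-FOA so higher OD means more RAM inhibition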
Diaphorase inh = counter-screen for diaphorase-based assays: diaphorase inhibitors and chemical oxidizers; diaphorase resazurin-to-resorufin fluorescence, NADH, 16 min; bacterial (C. kluyveri) enzyme, not human; inhibition, % at 20 µM; actives 0.69% (n = 190,000);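 active = primary screen inhibition at 20 µM above a set limit, cut at about 50% in these data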;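 note: plate controls were DMSO with full reaction for no effect and wells lacking NADH for full effect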
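Test system: diaphorase enzyme from Clostridium kluyveri; amount: diaphorase at 0.14 U/mL in enzyme working solution; detection: fluorescence of resorufin formed from resazurin, Ex 544/Em 590 nm; times: reaction incubation of 16 min at room temperature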
G6PDH counter = counter-screen for G6PDH assay hits: L. mesenteroides G6PDH inhibition; Purified L. mesenteroides G6PDH, diaphorase/resazurin coupled fluorescence, 45 min; inhibition, % at 5 µM; actives 0.12% (n = 200,000); AID 1020
TLR4 MyD88 comp = inhibitors of human TLR4-MyD88 binding; O00206+Q99836; HeLa CL3-4 TLR4/MyD88 BLA complementation, FRET ratio; inhibition, % at 8.4 µM; actives 0.18% (n = 200,000); in the data active = inhibition above about 25%;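 note: 0% = vehicle and 100% = reference inhibitor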
Target sequence (O00206 whole entry, looked up): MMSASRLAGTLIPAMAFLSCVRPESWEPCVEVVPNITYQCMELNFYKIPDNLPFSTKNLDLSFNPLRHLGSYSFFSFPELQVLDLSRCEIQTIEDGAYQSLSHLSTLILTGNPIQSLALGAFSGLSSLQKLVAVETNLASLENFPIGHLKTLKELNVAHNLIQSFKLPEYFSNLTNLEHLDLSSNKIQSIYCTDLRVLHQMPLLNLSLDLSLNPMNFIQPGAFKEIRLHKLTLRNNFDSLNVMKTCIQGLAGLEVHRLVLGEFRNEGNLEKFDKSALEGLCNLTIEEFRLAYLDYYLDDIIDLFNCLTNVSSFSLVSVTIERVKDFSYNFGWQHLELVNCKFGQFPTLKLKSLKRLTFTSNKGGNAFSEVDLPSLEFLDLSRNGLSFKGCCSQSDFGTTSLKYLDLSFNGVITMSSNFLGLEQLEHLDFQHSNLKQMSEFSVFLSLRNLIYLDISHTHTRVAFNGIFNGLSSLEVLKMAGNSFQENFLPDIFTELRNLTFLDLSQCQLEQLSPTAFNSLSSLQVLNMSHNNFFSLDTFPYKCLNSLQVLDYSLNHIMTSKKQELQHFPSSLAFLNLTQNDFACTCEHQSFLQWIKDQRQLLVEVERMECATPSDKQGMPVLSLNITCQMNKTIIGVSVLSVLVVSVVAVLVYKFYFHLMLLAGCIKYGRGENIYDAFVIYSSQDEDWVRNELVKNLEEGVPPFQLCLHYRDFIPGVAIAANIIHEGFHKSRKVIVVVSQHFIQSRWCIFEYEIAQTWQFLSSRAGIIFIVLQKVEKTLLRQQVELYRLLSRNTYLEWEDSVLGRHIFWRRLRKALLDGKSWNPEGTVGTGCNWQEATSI
Target sequence (Q99836 whole entry, looked up): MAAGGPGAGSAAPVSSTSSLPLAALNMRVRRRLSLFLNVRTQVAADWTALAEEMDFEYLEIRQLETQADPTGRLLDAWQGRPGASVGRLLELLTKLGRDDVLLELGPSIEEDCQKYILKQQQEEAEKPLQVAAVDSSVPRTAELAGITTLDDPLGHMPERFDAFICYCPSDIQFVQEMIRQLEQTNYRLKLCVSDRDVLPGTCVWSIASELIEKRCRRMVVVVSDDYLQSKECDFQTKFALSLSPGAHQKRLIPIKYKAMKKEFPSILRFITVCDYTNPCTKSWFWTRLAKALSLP
PMI act = phosphomannose isomerase (human) activation; P34949; purified human PMI, coupled resazurin fluorescence, 20 min; active compounds read high; 1 = vehicle control, 0 substrate-free wells; activation factor at 20 µM; actives 0.005% (n = 190,000); AID 1214;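 active = activation factor of 2 or more at 20 µM, relative to plate controls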
PMI act hi M6P = activators of human phosphomannose isomerase at near-saturating mannose 6-phosphate | P34949 | coupled PMI enzyme assay, resazurin fluorescence, 20 min; active compounds read high; 1 = untreated enzyme, 0 = substrate-free blank | activation factor at 20 µM | actives 0.34% (n = 190,000) | AID 1216;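 active = activation factor of 2 or more at 20 µM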
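Test system: human phosphomannose isomerase with PGI, G6PDH, diaphorase coupling enzymes / Doses: 20 µM compound, 1% DMSO / Times: enzyme reaction with compound 20 min at room temperature / Measured by: Diaphorase-driven resazurin-to-resorufin fluorescence, excitation 544, emission 590 nm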
Hsp70 act = switches on Hsp70 transcription | HeLa Hsp70 promoter luciferase reporter, luminescence; scaled: vehicle 0, proteasome-inhibitor control 100% | activation, % at 10 µM | actives 0.04% (n = 200,000) | AID 1203;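 active = activation above the mean across all tested compounds plus 3 SD, cutoff set per campaign, cut at about 5.5% in these data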;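 note: 100% = MG132 at 30 µM as the positive control and 0% = DMSO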
DTT redox prof = compounds producing H2O2 with reducing agent – biochemical, NIH compound library profiling, artefact control for MLSCN library redox annotation, primary screen; DTT-dependent redox cycling H2O2, phenol red/HRP absorbance; 100% = 100 µM peroxide control, 0% = buffer; activation, % at 10 µM; actives 0.03% (n = 200,000); AID 878;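 active = activation of at least 50% relative to the plate's high and low controls in the primary single-dose screen; inactive = activation below 50%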;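 note: compound incubated with DTT at 0.8 mM final as the reducing agent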
The depositor's hits bear a star. Cut-off read from the data, not from the text of the source, unless noted: active = inhibition above about 50%; inactive = the rest.

Screening O=S(=O)(NCc1ccc2c(c1)OCO2)c1cccc2cccnc12 returned Diaphorase act 1, S1P3 antagonist 3, Lmaj promast 92*, RAM inhibit 0.8, Diaphorase inh -3, G6PDH counter 4, TLR4 MyD88 comp -7, PMI act 0.9, PMI act hi M6P 1, Hsp70 act -0.2 and DTT redox prof 2.6.
CC1CCc2nn(CC(=O)NCCC3=CCCCC3)cc2C1 (stereo unspecified) was read as Diaphorase act 0.9, S1P3 antagonist 10, Lmaj promast -10, RAM inhibit 0.0, Diaphorase inh 10, G6PDH counter -9, TLR4 MyD88 comp 10, PMI act 0.9, PMI act hi M6P 0.9, Hsp70 act -0.1 and DTT redox prof -2.1.
`O=C(c1ccco1)N1CCN(C(=O)c2cnn3cccnc23)CC1` gave Diaphorase act 0.9, S1P3 antagonist -22, Lmaj promast -5, RAM inhibit -0.2, Diaphorase inh 5, G6PDH counter -4, TLR4 MyD88 comp 5, PMI act 1, PMI act hi M6P 1.1, Hsp70 act -0.7 and DTT redox prof 0.8.
`Cc1ccc(NC(=O)CCn2c(=O)oc3ccccc32)cc1` gave Diaphorase act 1.1, S1P3 antagonist -5, Lmaj promast 4, RAM inhibit 0.0, Diaphorase inh -8, G6PDH counter 6, TLR4 MyD88 comp -2, PMI act 1.1, PMI act hi M6P 1.1, Hsp70 act -0.1 and DTT redox prof 0.0.
Screening O=C(CCSc1ccccc1)NC(=O)COC(=O)c1ccc(OC(F)F)cc1 returned Diaphorase act 0.8, S1P3 antagonist -6, Lmaj promast -7, RAM inhibit 0.7, Diaphorase inh 25, G6PDH counter 3, TLR4 MyD88 comp -2, PMI act 0.9, PMI act hi M6P 0.9, Hsp70 act -0.4 and DTT redox prof -0.2.
O=C(COC(=O)c1ccc2c(c1)OCO2)NC1CCS(=O)(=O)C1 (stereo unspecified) was read as Diaphorase act 1, S1P3 antagonist -9, Lmaj promast -4, RAM inhibit -0.5, Diaphorase inh -2, G6PDH counter 3, TLR4 MyD88 comp -5, PMI act 1.1, PMI act hi M6P 1, Hsp70 act -0.2 and DTT redox prof 0.3.
`O=C(/C=C/c1cccc(Cl)c1)NCc1ccccc1` gave Diaphorase act 0.9, S1P3 antagonist -10, Lmaj promast 11, RAM inhibit 0.5, Diaphorase inh 8, G6PDH counter -5, TLR4 MyD88 comp -3, PMI act 1, PMI act hi M6P 1, Hsp70 act -0.3 and DTT redox prof -1.0.
`c1cn2c(NC3CCCC3)c(-c3ccc(N4CCOCC4)cc3)nc2cn1` gave Diaphorase act 0.9, S1P3 antagonist -11, Lmaj promast 20, RAM inhibit -0.3, Diaphorase inh 13, G6PDH counter 2, PMI act 1, PMI act hi M6P 0.9 and DTT redox prof -2.9.
COc1ccc2oc(=O)c(C(=O)Nc3cccc(C)c3)cc2c1 was read as Diaphorase act 1, S1P3 antagonist -12, Lmaj promast -5, RAM inhibit 1.9, Diaphorase inh 2, G6PDH counter 3, TLR4 MyD88 comp 0, PMI act 1, PMI act hi M6P 1, Hsp70 act -0.2 and DTT redox prof -0.6.
For Cc1cccc(NC(=S)NCCC(c2ccccc2)c2ccccc2)c1 the results were Diaphorase act 0.8, S1P3 antagonist -2, Lmaj promast 97*, RAM inhibit 6.6, Diaphorase inh 24, G6PDH counter 2, TLR4 MyD88 comp -9, PMI act 1, PMI act hi M6P 0.9 and Hsp70 act -0.3.
For COc1ccc(Br)cc1S(=O)(=O)N1CCOCC1 the results were Diaphorase act 0.9, S1P3 antagonist -16, Lmaj promast -4, RAM inhibit 1.6, Diaphorase inh 8, G6PDH counter -5, TLR4 MyD88 comp 5, PMI act 0.9, PMI act hi M6P 0.9, Hsp70 act 0.2 and DTT redox prof 0.6.
`COc1c(Cl)cc(Cl)cc1C(=O)Nc1ccccc1N1CCN(C(C)=O)CC1` gave S1P3 antagonist -6, Lmaj promast 2, TLR4 MyD88 comp 1, Hsp70 act -0.4 and DTT redox prof 1.1.
Screening CC(=O)Nc1ccc(S(=O)(=O)NC2(C(F)(F)F)NC(=O)N(c3ccc(Cl)cc3)C2=O)cc1 (stereo unspecified) returned Diaphorase act 0.9, Lmaj promast -9, RAM inhibit -0.4, Diaphorase inh 6, G6PDH counter 4, TLR4 MyD88 comp 17, PMI act 1, PMI act hi M6P 1.1, Hsp70 act -0.1 and DTT redox prof -7.9.
For CCOC(=O)N1CCN(C(=O)CCc2c(C)nc3nc(C)nn3c2C)CC1 the results were Diaphorase act 0.8, S1P3 antagonist -13, Lmaj promast 10, RAM inhibit 1.1, Diaphorase inh 16, G6PDH counter 5, TLR4 MyD88 comp 0, PMI act 0.9, PMI act hi M6P 0.9, Hsp70 act -0.3 and DTT redox prof 2.1.
For CCN=C1S/C(=C\c2ccc(N3CCOCC3)cc2C)C(=O)N1CC the results were Diaphorase act 1, S1P3 antagonist 1, Lmaj promast 69*, RAM inhibit 10*, Diaphorase inh 4, G6PDH counter 5, TLR4 MyD88 comp -4, PMI act 0.9, PMI act hi M6P 1, Hsp70 act -0.4 and DTT redox prof 0.2.

Overlap with the part before: two entries, followed by the next part.
For CCOC(=O)N1CCN(C(=O)CCc2c(C)nc3nc(C)nn3c2C)CC1 the results were Diaphorase act 0.8, S1P3 antagonist -13, Lmaj promast 10, RAM inhibit 1.1, Diaphorase inh 16, G6PDH counter 5, TLR4 MyD88 comp 0, PMI act 0.9, PMI act hi M6P 0.9, Hsp70 act -0.3 and DTT redox prof 2.1.
For CCN=C1S/C(=C\c2ccc(N3CCOCC3)cc2C)C(=O)N1CC the results were Diaphorase act 1, S1P3 antagonist 1, Lmaj promast 69*, RAM inhibit 10*, Diaphorase inh 4, G6PDH counter 5, TLR4 MyD88 comp -4, PMI act 0.9, PMI act hi M6P 1, Hsp70 act -0.4 and DTT redox prof 0.2.
CCOc1ccc(CN2CCN(S(=O)(=O)c3ccc(NC(C)=O)cc3)CC2)cc1OC was read as Diaphorase act 0.9, S1P3 antagonist 20, Lmaj promast 2, RAM inhibit -0.3, Diaphorase inh 9, G6PDH counter 2, TLR4 MyD88 comp 14, PMI act 0.9, PMI act hi M6P 1, Hsp70 act -0.2 and DTT redox prof 2.1.
For Cc1c(NC(=O)c2ccc(F)cc2)c(=O)n(-c2ccccc2)n1C the results were Diaphorase act 0.9, S1P3 antagonist -53, Lmaj promast -5, RAM inhibit 2.6, Diaphorase inh 9, G6PDH counter -1, TLR4 MyD88 comp -2, PMI act 0.9, PMI act hi M6P 1, Hsp70 act -0.2 and DTT redox prof 0.1.
CCOc1ccccc1N(C)C(=O)C1CCN(S(=O)(=O)c2cccc3nonc23)CC1 was read as Diaphorase act 0.9, Lmaj promast 26, RAM inhibit 1.3, Diaphorase inh 10, G6PDH counter -1, TLR4 MyD88 comp -10, PMI act 1, PMI act hi M6P 1, Hsp70 act -0.4 and DTT redox prof 0.8.
`Cn1c(-c2ccc3c(c2)OCO3)cnc1NCc1cccc(Cl)c1` gave Diaphorase act 0.9, S1P3 antagonist -9, Lmaj promast 93*, RAM inhibit 1.1, Diaphorase inh 8, G6PDH counter 10, TLR4 MyD88 comp -4, PMI act 1, PMI act hi M6P 1, Hsp70 act -0.1 and DTT redox prof -0.1.
`Cc1cc(C=C2C(=O)c3ccccc3C2=O)c(C)n1-c1ccc(Cl)cc1` gave Diaphorase act 0.8, Lmaj promast -2, RAM inhibit 1.9, Diaphorase inh 22, G6PDH counter -53, TLR4 MyD88 comp 2, PMI act 0.9, PMI act hi M6P 1, Hsp70 act -0.3 and DTT redox prof 0.0.
`CC(C)c1ccc(N2C(=O)CC(Sc3ncn[nH]3)C2=O)cc1` (stereo unspecified) gave Diaphorase act 1.1, Lmaj promast 13, RAM inhibit -1.2, Diaphorase inh -7, G6PDH counter -4, TLR4 MyD88 comp -3, PMI act 0.5, PMI act hi M6P 0.8, Hsp70 act -0.3 and DTT redox prof 0.0.
COc1ccc(-c2cc(CCCC(=O)NCCc3cc(OC)ccc3OC)no2)cc1 was read as Diaphorase act 0.9, S1P3 antagonist -2, Lmaj promast 13, RAM inhibit 2.7, Diaphorase inh 6, G6PDH counter 9, TLR4 MyD88 comp -7, PMI act 0.9, PMI act hi M6P 0.9, Hsp70 act 0.0 and DTT redox prof 1.0.
`Cc1ccc(NC2=NC(c3ccccc3)n3c(nc(C)cc3=O)N2)c(C)c1` (stereo unspecified) gave Diaphorase act 0.9, Lmaj promast -9, RAM inhibit -1.5, Diaphorase inh 5, G6PDH counter 7, TLR4 MyD88 comp 7, PMI act 1, PMI act hi M6P 1, Hsp70 act -0.3 and DTT redox prof 2.1.
For O=C(Cn1c(=O)oc2cc(S(=O)(=O)N3CCCC3)ccc21)N1CCN(C2CCCCC2)CC1 the results were Diaphorase act 0.9, Lmaj promast 85*, RAM inhibit 2.1, Diaphorase inh 10, G6PDH counter 0, TLR4 MyD88 comp -16, PMI act 1.1, PMI act hi M6P 1, Hsp70 act -0.1 and DTT redox prof -1.0.
Screening CC1=C(c2ccc(C)cc2)S(=O)(=O)N(CC(=O)O)C1=O returned Diaphorase act 0.9, S1P3 antagonist -53, Lmaj promast -8, RAM inhibit 0.7, Diaphorase inh 7, G6PDH counter 21, TLR4 MyD88 comp 11, PMI act 1, PMI act hi M6P 1.1, Hsp70 act -0.3 and DTT redox prof -3.2.
Screening Cc1ccc(C(=O)Nc2sc(C)c(-c3ccccc3)c2C(N)=O)cc1[N+](=O)[O-] returned Diaphorase act 1, Lmaj promast 13, RAM inhibit 3.0, Diaphorase inh 5, G6PDH counter -53, TLR4 MyD88 comp 10, PMI act 0.9, PMI act hi M6P 0.9, Hsp70 act 0.6 and DTT redox prof 0.0.
CC(=O)c1c(C)[nH]c(C(=O)Nc2ccccc2N2CCOCC2)c1C was read as Diaphorase act 0.9, S1P3 antagonist -8, Lmaj promast 0, RAM inhibit 2.9, Diaphorase inh 13, G6PDH counter 0, TLR4 MyD88 comp 4, PMI act 1, PMI act hi M6P 0.9, Hsp70 act 0.1 and DTT redox prof -1.2.
CSCCC(NC(=O)c1ccc(Cl)cc1)C(=O)OCC(=O)Nc1cc(Cl)ccc1C (stereo unspecified) was read as Diaphorase act 0.7, S1P3 antagonist -9, Lmaj promast 26, RAM inhibit 10*, Diaphorase inh 30, G6PDH counter -25, TLR4 MyD88 comp 10, PMI act 0.9, PMI act hi M6P 1, Hsp70 act -0.2 and DTT redox prof 0.1.

Assay outcomes deposited in PubChem BioAssay by several laboratories.

Compounds were not picked by outcome; overall some 12% were active at least once.
